TNAP act hi DEA: activators of human TNAP at high phosphate acceptor concentration; purified TNAP, CDP-star luminescence, 1 M DEA, 30 min; hits give high values; 0 = EDTA background, 1 = DMSO-only activity; activation factor at 20 µM; 200,000 tested, under 10 active; AID 1136;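 active = activation factor at least 2 at 20 µM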
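Control set: EDTA negative control, DMSO positive control / Assay system: human TNAP / Quantity: TNAP 1/800 final / Evaluation: TNAP activation factor scaled between EDTA and DMSO control wells / Measured by: luminescent substrate turnover signal / Compound dosing: one dose, 20 µM / Times: 30 min enzyme reaction at room temperature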
PPARg SRC1 recr: promotes SRC-1 coactivator recruitment by human PPARgamma; 200,000 compounds, 0.41% hits; P37231; PPARgamma-SRC-1 coactivator recruitment biochemical assay; activation, % at 8 µM; in the data active = activation above about 19%;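 note: 0% = DMSO and 100% = reference agonist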
Target sequence (P37231 whole entry, looked up): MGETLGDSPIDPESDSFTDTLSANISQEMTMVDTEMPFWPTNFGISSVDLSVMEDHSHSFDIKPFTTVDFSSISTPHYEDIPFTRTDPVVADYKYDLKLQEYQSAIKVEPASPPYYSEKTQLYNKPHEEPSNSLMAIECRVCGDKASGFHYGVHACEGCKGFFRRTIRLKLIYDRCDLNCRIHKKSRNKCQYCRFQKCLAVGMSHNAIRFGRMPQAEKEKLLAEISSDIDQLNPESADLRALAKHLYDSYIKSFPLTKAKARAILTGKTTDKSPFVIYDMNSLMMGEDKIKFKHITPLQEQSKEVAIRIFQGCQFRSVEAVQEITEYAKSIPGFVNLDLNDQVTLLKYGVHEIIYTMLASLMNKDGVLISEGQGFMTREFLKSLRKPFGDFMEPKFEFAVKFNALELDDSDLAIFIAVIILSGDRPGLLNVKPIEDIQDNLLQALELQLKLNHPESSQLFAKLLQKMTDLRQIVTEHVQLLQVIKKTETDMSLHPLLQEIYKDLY
PPARg SRC-3 ag: agonists of human PPARgamma SRC-3 coactivator recruitment. biochemical PPARgamma/SRC-3 coactivator recruitment assay. activation, % at 8 µM. 200,000 compounds, 0.26% hits. AID 731; in the data active = activation above about 23%;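 note: 0% = DMSO and 100% = reference agonist; some compounds past the cut are filed as inactive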
TNAP inh no acc: blocks human TNAP activity with no phosphate acceptor present; P05186; purified TNAP, CDP-star luminescence, 30 min; inhibition, % at 20 µM; 200,000 compounds, 0.26% hits; AID 1012;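 active = tissue-nonspecific alkaline phosphatase inhibition above about 50% at 20 µM in the single-dose screen, limit read from the data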;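 note: 0% = DMSO negative control and 100% = EDTA positive control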
bIAP act: increases bovine intestinal alkaline phosphatase activity; purified bovine IAP, CDP-star luminescence, 30 min; hits give high values; fold of DMSO-control signal, blank-subtracted; activation factor at 20 µM; 200,000 compounds, 0.17% hits;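 active = activation factor of 2 or more at 20 µM, a signal rise over negative controls twice the positive control's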
PPARg SRC2 recr: promotes SRC-2 coactivator recruitment by human PPARgamma; AID 1032; PPARgamma LBD-SRC-2 recruitment, biochemical; activation, % at 8 µM; P37231; 200,000 compounds, 0.34% hits; in the data active = activation above about 22%;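 note: 0% = vehicle and 100% = reference agonist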
TNAP inh hiacc: TNAP (human) inhibition, high acceptor | purified TNAP, CDP-star luminescence, 1 M DEA | inhibition, % at 20 µM | 200,000 compounds, 0.03% hits | AID 1135;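 active = over 50% inhibition of tissue-nonspecific alkaline phosphatase at 20 µM in the single-dose screen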;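 note: plate controls were DMSO wells for no effect and EDTA-quenched wells as full inhibition for full effect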
SRC2 TRFRET art: flags TR-FRET format artefacts in PPARgamma SRC-2 recruitment agonist screen; 200,000 compounds, 0.4% hits; TR-FRET artefact counter-screen; hits give high values; TR-FRET ratio at 8 µM; in the data active = TR-FRET ratio above about 2000; note: inactives centre near 1500
HMGR II inh: E. faecalis class II HMG-CoA reductase inhibition | purified E. faecalis HMGR, NADPH absorbance 340 nm kinetic | inhibition, % at 10 µM | 190,000 compounds, 0.41% hits;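 active = inhibition above a set limit, the median over all tested compounds plus 3 SD, cut at about 9.5% in these data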;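 note: enzyme runs in reverse so mevalonate oxidation gives rising NADPH absorbance; 0% = complete reaction with DMSO and 100% = background rate lacking mevalonate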
bIAP inhibitor: intestinal alkaline phosphatase (bovine) inhibition. 190,000 tested, under 10 active. purified bovine IAP, CDP-star luminescence, 30 min. inhibition, % at 20 µM;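 active = over 50% inhibition of intestinal alkaline phosphatase at 20 µM in the single-dose screen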
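test system = bovine IAP enzyme | medium = DEA buffer 100 mM, pH 9.8, with MgCl2 1.0 mM, ZnCl2 0.02 mM | detection = luminescence | dosing = single compound dose of 20 µM, 2% DMSO final | incubation = 30 min reaction at room temperature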
Starred values were filed as active, the others as inactive; nt = not tested or not shown.

SMILES	TNAP act hi DEA	PPARg SRC1 recr	PPARg SRC-3 ag	TNAP inh no acc	bIAP act	PPARg SRC2 recr	TNAP inh hiacc	SRC2 TRFRET art	HMGR II inh	bIAP inhibitor
Cn1cccc1-c1cc(C(=O)N/N=C/c2cccc(O)c2)[nH]n1	0.9	4	6	96*	0.7	2	7	1665	-2	27
CCOC(=O)C1=C(N)n2c(s/c(=C/c3ccccc3)c2=O)=C(C(=O)OCC)C1c1ccccc1 (centres undefined)	1	-10	-12	-6	1	1	-1	1456	-3	1
CCCNC(=O)CC(NS(=O)(=O)c1ccc(NC(C)=O)cc1)C(C)C (centres undefined)	1	-11	-1	-6	1.2	-11	-4	1405	-8	-21
CC(=O)c1cccc(NC(=O)CN2C(=O)NC3(CCCCCCC3)C2=O)c1	1	-10	2	-5	1	-6	0	1514	-5	1
Cc1ccc(OCc2nc(-c3cccnc3)no2)cc1C	1.1	2	2	-10	1	-2	-8	1511	-1	0
Cc1ccnc2ccc(P(=O)(c3ccccc3)c3ccccc3)cc12	1	7	-1	-5	1	-2	-3	1598	-4	0
Cc1cc(-c2cccs2)n[nH]1	1	2	-3	41	0.9	5	-3	1464	-2	13
CC(=O)N1c2c(cc(Br)cc2S(=O)(=O)NCC2COc3ccccc3O2)CC1C (centres undefined)	1	-3	2	-2	1	8	1	1506	2	0
COC(=O)[C@H](CCSC)NC(=O)NCc1ccccc1F	1	8	14	-12	0.8	6	-2	1679	-6	17
CCOC(=O)C(NC(=O)N1CCCCC1)(c1ccccc1)C(F)(F)F (centres undefined)	1	0	0	-9	0.9	-2	-2	1635	1	6
CCc1ccc(NC(=O)C(C)OC(=O)CCC(=O)c2cccs2)cc1 (centres undefined)	1	-3	0	-3	0.9	1	1	1794	-3	14
Cc1ccnc(NS(=O)(=O)c2ccc(NC(=O)C34CC5CC(CC(C5)C3)C4)cc2)n1	1	4	1	1	0.9	-7	-1	1194	-2	6
Cc1cccc(-n2c(SCC(=O)O)nc3sc4c(c3c2=O)CCCC4)c1	1	7	4	-10	1.1	1	-2	1591	-10	-12
c1ccc2c(SCc3cn4cccnc4n3)ncnc2c1	1	-5	3	-2	0.9	6	-5	1620	0	7
Cc1cc(NC(=O)c2cn(C3CCCCC3)c(=O)c3c2c2ccccc2n3C)no1	1	4	7	-4	1	9	-1	1769	-10	-4
CN(C)C(=O)Cn1c(SCC(=O)NC2CCCCC2)nc2ccccc21	1	-7	-11	-6	1	-10	2	1549	-7	-1
COc1ccc(C(=O)Nc2ccccc2NC(=O)c2ccco2)c(OC)c1	1	4	6	-14	0.9	20	-1	1558	-6	6
O=C(NC(=S)N1CCN(Cc2ccc3c(c2)OCO3)CC1)c1ccc(Cl)cc1	1	0	4	-9	1	-5	0	1423	1	0
c1ccc(CNc2ncnc3sc4c(c23)CCC4)nc1	1	2	10	-11	1	-12	-2	1525	0	4
Cc1ccc(OCC(=O)NNC(=O)CSc2nnc(-c3ccc(C)cc3)n2C)cc1	1	1	-2	-170	1.2	-1	-4	1436	-2	-17
Cc1ccc2c(COC(=O)c3cnc(C)cn3)cc(=O)oc2c1	1.1	nt	nt	-13	0.9	nt	-7	nt	nt	8
Cc1ccccc1Nc1scc(-c2ccc(Cl)cc2)[n+]1-c1ccccc1C	1.1	5	9	-4	0.9	9	-8	2007*	-4	7
COc1ccc(-c2nc3cc(C)ccn3c2NCC2CCCO2)cc1OC (centres undefined)	nt	18	18	nt	nt	10	nt	1911	nt	nt
COc1ccc(-n2nnnc2/C=C\Nc2ccccc2C(=O)c2ccccc2)cc1	1	4	-1	-7	0.9	10	-1	1504	2	9
O=C(CCCN1C(=O)/C(=C/c2cccs2)SC1=S)Nc1ccc(O)c(C(=O)O)c1	0.9	-2	1	12	1	-5	6	1586	-2	4
FC(F)(F)c1cccc(N2CCN(c3nnnn3-c3ccccc3)CC2)c1	1.1	-4	-1	-13	1.2	-3	-7	1419	-9	-24
Fc1ccc(C2CC(c3cccs3)=NN2c2ccccc2)cc1 (centres undefined)	1.1	-5	-2	-50	1.7	2	-12	1279	0	-70
CCOC(=O)C(C)(C)Sc1nc2c(cnn2-c2ccc(Cl)cc2)c(=O)[nH]1	1	-1	-2	-4	1.1	-5	-2	1594	-3	-5
COCCN(C(=O)CCc1ccccc1OC)c1nnc(-c2cccnc2)s1	1	4	4	-6	1	6	-4	1403	-10	4
CC(C)=C1SC(N2CCN(c3cccc(Cl)c3)CC2)=NC1=O	1	0	-2	-2	0.9	-11	-3	1401	0	11
O=c1c(-c2ccnn2-c2cccc(Cl)c2)cnc2n1CCS2	1	-2	-5	-6	1	9	-1	1420	-5	2
Cc1ccc(F)cc1NC(=O)C1CCCN(c2ncccn2)C1 (centres undefined)	1	-3	-10	-6	0.9	4	-2	1419	-1	7
Cc1cnc(NC(=O)c2ccc(OCC3CCCO3)cc2)s1 (centres undefined)	1.1	12	7	-7	1	4	-6	1718	-6	4
CCC(=O)NC(Nc1ncc(C)s1)(C(=O)OC)C(F)(F)F (centres undefined)	1	3	10	-10	0.7	7	2	1631	-7	33
Cc1nc2ccc(NC(=O)c3ccc(Cl)s3)cc2s1	1.1	-2	8	-22	0.9	2	-8	1653	3	5
Cc1nc(Cc2ccc(OC(C)C)cc2)[nH]c(=O)c1CC(=O)O	1	8	1	-7	1.2	7	-5	1679	0	-15
Cc1ccc(S(=O)(=O)NCCSc2ccccc2)cc1[N+](=O)[O-]	1	3	2	5	0.9	2	-3	1416	-7	6
O=C(NC1CCCCC1)C(=S)NCCc1ccccc1	1	1	6	-13	0.9	4	-3	1648	-7	8
CC(C)OC(=O)c1cc(NC(=S)Nc2ccc([N+](=O)[O-])cc2)cc(C(=O)OC(C)C)c1	0.9	4	6	2	1	2	5	1654	1	1
O=[N+]([O-])c1ccc2oc(-c3cccc(O)c3)nc2c1	1	4	2	-7	1.1	1	-3	1452	-1	-7
O=C(Nc1ccccc1)Nc1ccc2ocnc2c1	1	-5	0	-9	1.2	0	-3	1640	18*	-16
O=C(O)c1ccccc1C(=O)NCc1cccnc1	1.1	3	-2	-6	0.9	0	-10	1652	-7	10
Cc1cc(C)c(C)c(S(=O)(=O)N2CCN(CC(=O)Nc3sccc3C#N)CC2)c1C	1	3	0	-3	1	2	-4	1730	-3	0
Oc1ccc(-c2csc(-c3ccccc3)n2)cc1O	0.9	6	13	42	0.9	10	13	1657	2	8
CCOc1ccc(-c2csc(NNC3=NCCCCC3)n2)cc1	1.1	23*	5	-35	1.1	5	-5	1444	-3	-12
O=C1C2C3C=CC([C@@H]2C(=O)N1C1CCCCC1)[C@H]1C(=O)N(C2CCCCC2)C(=O)C31 (some centres undefined)	1.1	8	0	-8	0.9	-4	-6	1518	-7	7
CN1CCN(C2=Cc3ccccc3Sc3cc(F)ccc32)CC1	1	1	6	-9	0.9	10	-5	1400	-4	10
CCOC(=O)C1CCCN(C(=O)COc2ccccc2O)C1 (centres undefined)	1	6	6	0	1	7	-1	1563	-1	2
CN1CCN(C(=O)/C=C\C(=O)O)CC1	1	0	-1	-17	0.8	2	3	1739	-4	17
Nc1nc(Cl)cc(NCCc2ccc(O)cc2)n1	1.1	0	-1	-16	1.2	-2	-5	1557	0	-18
(more compounds)
SMILES	TNAP act hi DEA	PPARg SRC1 recr	PPARg SRC-3 ag	TNAP inh no acc	bIAP act	PPARg SRC2 recr	TNAP inh hiacc	SRC2 TRFRET art	HMGR II inh	bIAP inhibitor
O=C(c1ccc2ccccc2c1)C1CCCN(C(=O)CCn2cnnn2)C1 (centres undefined)	1	-2	0	0	1	-4	-2	1603	-4	1
CCn1c(CNc2ccc(F)cc2)nnc1SCC#N	1.1	-7	2	-11	1	-5	-8	1307	-3	1
Cc1ccc(Cn2c(=O)oc3ccccc32)cc1	1	3	3	-6	1	1	0	1496	1	-1
CCOc1ccc(S(=O)(=O)NNC(=S)Nc2ccc(Br)cc2)cc1	1	-9	-3	3	1	-1	0	1587	0	3
O=C(CCc1ccccc1)Nc1ccc(NC(=O)C2CC2)nc1	1	-8	-13	-6	1	-1	-2	1398	-10	3

Compound activity as filed in PubChem.
